Dynein transport: blocks dynein driven cargo transport along microtubules | z-score, hits read low | 0.47% of 220,000 active | AID 1381 | 3617.4 mouse cells, GR-EGFP nuclear translocation imaging; test concentration mostly 20 µM; stimulated with dexamethasone, 1 µM; active compounds read low;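 active means plate z-score of nuclear minus cytoplasmic receptor signal below a set negative limit, without overly bright fluorescence or cell loss, cut at about -3.5 in these data, passing the limit was not always enough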;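 further: z-score of nuclear minus cytoplasmic ring GR-EGFP intensity difference per well; some compounds called inactive have numbers as strong as hits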
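medium = tetracycline-free induction medium containing charcoal-stripped FBS | also added = 1.0 µM final dexamethasone stimulus | schedule = 48 h induction, 1 h compound, 30 min dex at 37 °C | technique = fixed, Hoechst-stained cells imaged at 10x for EGFP | measure = GR-EGFP nuclear translocation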
Autophagy HCS: modulators of autophagy | MEF GFP-LC3 puncta imaging; test concentration mostly 10 µM | calls only at 10 µM (by protocol) | 0.98% of 190,000 active;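 active means percentage of spot-positive cells more than 3 SD above its plate mean, without a fluorescence outlier flag or 80% toxicity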;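 further: spot-positive cell cutoff set from DMSO-treated cells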
b-catenin transl: beta-catenin nuclear translocation modulation; HeLa beta-catenin nuclear translocation, immunofluorescence imaging; nuclear translocation activity, % at 5 µM; 0.3% of 190,000 active;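 active means nuclear translocation activity above 50% at 5 µM, with a well cell count of 50 or more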;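 further: per-cell ratio of nuclear to cytoplasmic median beta-catenin stain intensity; plate controls were DMSO negative control for no effect and GSK-3 inhibitor IX positive control for full effect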
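Read-out: Nuclear/cytoplasmic beta-catenin signal ratio, % activation | Assay system: Human HeLa cell line | Times: 24 h compound exposure at 37°C, 5% CO2 | Signal: Fluorescence imaging of beta-catenin antibody stain plus DAPI | Dosing: 5 µM primary, 0.02–20 µM confirmation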
HIV peptide binding: inhibitors of HIV fusion peptide binding, primary screen, biochemical, uHTS, fluorescence dequenching (AID 1986) | cell-free peptide binding, fluorescence dequenching, 30 min; higher % means a stronger effect | inhibition, % at 20 µM, or IC50 in µM where a hit was titrated | 0.3% of 290,000 active; in the data active means inhibition mostly above about 52%, no sharp cut-off; inactive means mostly below about 76%; further: some results filed as inactive read as strong as hits
Insulin prom up: MIN6 insulin promoter up-regulation | MIN6 insulin promoter-GFP reporter, high-content imaging; active compounds read high | z-score at 5 µM | 0.3% of 190,000 active;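 active means z-score above 3 at 5 µM with at least 500 cells counted in the well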
Yfh1-off respiration: enhancers of respiration in Yfh1-depleted yeast, dose response, Friedreich's ataxia, plus single-dose screen (AID 1465); fold induction at 50 µM, or EC50 in µM where a hit was titrated; S. cerevisiae Yfh1-off respiration, WST-1 reduction, 72 h; higher fold induction means a stronger effect; 0.074% of 220,000 active;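 active means fold induction of absorbance versus untreated yeast above a set limit, then at least 30% activation at any dose in follow-up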;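 further: activators that raise dye reduction in frataxin-depleted yeast; strong numbers were not always called active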
AID2073: inhibitors of Mint1-CaV2.2 protein interaction, biochemical, HTRF (AID 2073) | HTRF protein-protein interaction, Mint1-CaV2.2; higher % means a stronger effect | one-dose inhibition, % at 20 µM; IC50 in µM for titrated hits | 0.19% of 290,000 active; in the data active means inhibition mostly above about 51%, no sharp cut-off; further: some results filed as inactive read as strong as hits
WT yeast gro inh: growth inhibition of WT yeast, mitochondrial fusion screen; mitochondrial fusion phenotypic screen, WT strain; inhibition, % at 10 µM; 2.1% of 190,000 active; AID 1362; in the data active means inhibition above about 58%; tested in S. cerevisiae
MT stabilize HCS: microtubule stabilization, imaging screen; HeLa tubulin immunostaining HCS, 24 h; share of cells brighter than vehicle mean+2SD; % tubulin-high responders, % at 10 µM; 0.83% of 200,000 active;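 active means plate Z-score above 3 for both tubulin-high and condensed-nucleus cell shares, with cell loss under 80%, at 10 µM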;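 further: anti alpha tubulin signal scored within the nucleus-defined area of each cell; some results filed as inactive read as strong as hits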
WT yeast gro inh mutant strain: also measured in WT yeast gro inh; calls as there; inhibition, %; mitochondrial fusion phenotypic screen, mutant strain inhibition
Dynein transport cytoplasmic EGFP: second read-out of Dynein transport, no call of its own (marks repeat the call); z-score; measured here: cytoplasmic GR-EGFP intensity; active compounds read high
Dynein transport nuclear GR-EGFP: recorded beside Dynein transport, whose call it bears; z-score; measured here: nuclear GR-EGFP intensity;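 lower value marks the stronger effect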
Dynein transport cell count: further read-out of Dynein transport, marked with its call; z-score; measured here: cell count per field
Insulin prom up cell count: also measured in Insulin prom up; calls as there; cell count; measured here: cytotoxicity, nuclei count;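 total cells summed across four imaged fields per well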
b-catenin transl cell count 5 µM: recorded beside b-catenin transl, whose call it bears; cell count; measured here: cell count, cytotoxicity flag
MT stabilize HCS Hoechst-high %: recorded beside MT stabilize HCS, whose call it bears; % Hoechst-high responders; measured here: nuclear condensation Hoechst responders;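 share of cells brighter than vehicle mean plus two SD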
MT stabilize HCS cytotoxicity %: further read-out of MT stabilize HCS, marked with its call; toxicity, %; measured here: cytotoxicity by cell density;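 0% = mean cell density of plate MIN control wells and 100% = no cells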
Autophagy HCS cell loss 18 h: second read-out of Autophagy HCS, no call of its own (marks repeat the call); toxicity, %; measured here: cell loss, nuclei count;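 cell loss after 18 h compound exposure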
Active calls of the source: *; i = inactive; nt = no result given.

compound | Dynein transport | Dynein transport cytoplasmic EGFP | Dynein transport nuclear GR-EGFP | Dynein transport cell count | Autophagy HCS | Autophagy HCS cell loss 18 h | b-catenin transl | b-catenin transl cell count 5 µM | HIV peptide binding | Insulin prom up | Insulin prom up cell count | Yfh1-off respiration | AID2073 | WT yeast gro inh | WT yeast gro inh mutant strain | MT stabilize HCS | MT stabilize HCS Hoechst-high % | MT stabilize HCS cytotoxicity %
CCOC(=O)CSc1nc2ccc(NC(=O)CSc3nnnn3Cc3ccccc3)cc2s1 | 0.42 | 0.26 | 0.33 | 0.55 | i | -2 | 3.6 | 492 | 4.1% | nt | nt | i | 17% | 12 | 2 | 3.3 | 1.7 | 2.8
COc1cc(/C=N/Nc2ccc(C(F)(F)F)cn2)cc(OC)c1O | -0.71 | -0.22 | -0.36 | -0.029 | i | 5 | 8.4 | 799 | -0.2% | -0.32 | 1536 | i | 9% | -4 | 1 | 4.4 | 3.2 | 8.6
CC(=O)N1CCc2cc(S(=O)(=O)Nc3cccc(C(F)(F)F)c3)ccc21 | 0.43 | -0.27 | 0.52 | -0.36 | i | 22 | nt | nt | 0.6% | -1.5 | 844 | i | 1% | 1 | -3 | 2.8 | 1.7 | 5.7
NC(=S)N/N=C/c1ncc(C(F)(F)F)cc1Cl | -0.23 | -0.28 | -0.18 | 0.34 | nt | nt | 0.3 | 1254 | 21% | -0.97 | 1048 | i | -1% | nt | nt | nt | nt | nt
Cc1noc(NS(=O)(=O)c2ccc(N/C=C\C(=O)c3cccc4ccccc34)cc2)c1C | 0.34 | -0.21 | 0.11 | 0.14 | i | -16 | 3.7 | 1031 | 8.8% | 3 | 1214 | i | 5% | -3 | -2 | 4.2 | 2.4 | 5.4
CCOC(=O)CNC(=O)Nc1cccc(Cl)c1C | -0.88 | -0.021 | -0.028 | 0.23 | i | -4 | nt | nt | 0.3% | nt | nt | i | 5% | 4 | 7 | 2.5 | 1.2 | 21
O=C(Cc1ccccc1)N1CCCC(c2nc(-c3cccs3)no2)C1 (stereo not drawn) | -1.1 | -0.25 | -1.1 | 0.14 | i | 6 | -1.3 | 1102 | -2.3% | nt | nt | i | -2% | -2 | -2 | 3.8 | 1.4 | 2.2
CSc1nc2cc(F)c(F)cc2n1C | -0.59 | -0.22 | -0.94 | 0.058 | i | 0 | -0.6 | 1029 | 3.0% | 0.6 | 1866 | i | 15% | 6 | 20 | 3.4 | 2.2 | 3.2
O=C(CSc1ccc(Cl)cc1)Nc1cc(-c2nc3ncccc3o2)ccc1Cl | -0.83 | -0.29 | -0.56 | 0.89 | i | -4 | -1.2 | 1090 | 7.1% | -0.19 | 1270 | i | 36% | 3 | -21 | 3.1 | 2.3 | 13
CC(=O)c1ccc(NC(=O)C(Cc2ccccc2)NC(=O)c2ccco2)cc1 (stereo not drawn) | 0.34 | -0.17 | 1.1 | -0.27 | i | 8 | -0.8 | 1414 | 1.2% | -0.24 | 1523 | i | 19% | 12 | 2 | 2.4 | 1.6 | 6.2
CCC1(C)Cc2ccccc2-c2[nH][nH]c(=O)c21 (stereo not drawn) | -0.25 | -0.29 | 0.077 | -0.057 | i | 34 | -0.6 | 1080 | -0.7% | -0.13 | 1278 | i | -3% | -2 | 11 | 4.8 | 1.8 | 0.8
COC(=O)c1ccc(Nc2cc(C)nc(-c3ccccc3O)n2)cc1 | -0.47 | -0.2 | 0.078 | 0.29 | i | -11 | nt | nt | 1.4% | -1 | 1262 | i | 34% | -31 | -30 | 4.3 | 2.1 | 0.5
Cc1cccc(C(=O)O/N=C2/CC3CCC2(C)C3(C)C)c1 (stereo not drawn) | -0.42 | -0.22 | 0.14 | -0.43 | i | -16 | 7.6 | 301 | -3.6% | nt | nt | i | -2% | -7 | 13 | 2.5 | 1.1 | 0.9
Cc1cccc(N2C(=O)c3ccc(C(=O)Nc4c[nH]c(=O)[nH]c4=O)cc3C2=O)c1 | 0.47 | -0.19 | 1.1 | -1.4 | nt | nt | -1.1 | 1307 | -0.1% | 0.49 | 1087 | i | 13% | nt | nt | nt | nt | nt
Cc1cc(Br)ccc1NC(=S)N1CCOCC1 | -0.28 | -0.055 | 0.35 | -0.75 | nt | nt | -1.2 | 1309 | 0.0% | -0.18 | 1028 | i | -57% | nt | nt | nt | nt | nt
CCN(CC)C(=O)CSc1nc2ccc(NC(=O)CSc3nccn3C)cc2s1 | 0.026 | 0.085 | 0.42 | 1.6 | i | 8 | -4.0 | 550 | 0.1% | -0.52 | 1167 | i | 6% | 2 | 5 | 1.8 | 0.3 | 11
Cc1ccccc1C(=O)NC1CC(C)(C)NC(C)(C)C1 | -0.69 | -0.16 | -0.25 | 0.34 | i | -3 | nt | nt | nt | nt | nt | i | nt | 7 | 10 | 1.6 | 1.3 | 4.7
CCCn1nnnc1NCc1ccc(F)cc1 | -0.31 | -0.23 | 0.32 | 0.84 | i | -3 | 0.0 | 1035 | -0.4% | 0.4 | 1397 | i | 3% | -10 | -11 | 1.4 | 0.9 | 6.6
N#CC(C#N)=C1C=C2C=C(N3CCOCC3)CCC2CC1 (stereo not drawn) | -7* | -0.36* | -3.3* | 0.4* | i | 0 | 1.2 | 1025 | 145% | nt | nt | i | -12% | -4 | 20 | 3.9 | 2.4 | 3.1
CC(=O)c1cccc(NC(=O)NCCS(C)=O)c1 (stereo not drawn) | -0.79 | -0.21 | -0.21 | 1.3 | i | -11 | 1.5 | 1107 | -2.2% | 0.53 | 1306 | i | -4% | -11 | -6 | 2.2 | 2.2 | 6.6
Cc1ccnc(SCc2cc(=O)c(OC(=O)c3ccc(S(=O)(=O)N(C)C)cc3)co2)n1 | -0.64 | -0.087 | -0.012 | -0.26 | i | 30 | 0.5 | 1116 | 2.0% | -0.28 | 1432 | i | -3% | 28 | -34 | 4.3 | 2.4 | 5.2
COc1ccc(NC(=O)/C(C#N)=C/c2ccc(OCc3ccccc3F)cc2)cc1 | 0.76 | -0.24 | 0.35 | -1.1 | i | 6 | -0.4 | 954 | 3.5% | -0.4 | 1324 | i | 10% | 9 | 9 | 2.7 | 3.0 | 0.5
COc1ccc(-c2noc(CN3C(=O)c4ccccc4C3=O)n2)cc1 | -0.28 | 0.14 | 0.44 | 0.0061 | i | -5 | -1.3 | 1068 | 1.0% | 0.49 | 1917 | i | 1% | 9 | 12 | 4.4 | 2.4 | 6.3
O=C1NC(=S)N/C1=C/c1cccc([N+](=O)[O-])c1O | 0.17 | -0.21 | 0.63 | 0.28 | i | -39 | 0.1 | 1336 | -1.5% | 0.24 | 1606 | i | -21% | -9 | 20 | 4.1 | 2.4 | 2.8
COC(=O)/C(=C/Nc1ccc(O)cc1)[N+](=O)[O-] | -1.2 | 1.8 | -0.56 | 0.52 | i | 1 | -14 | 1158 | 1.4% | nt | nt | i | -23% | -11 | -36 | 1.5 | 1.0 | 3.0
O=C1c2ccccc2C(Nc2ccc3c(c2)OCCO3)N1c1ccccn1 (stereo not drawn) | 0.48 | -0.023 | 0.66 | -0.89 | nt | nt | 3.8 | 1001 | 1.1% | -1 | 1140 | i | 38% | 20 | 9 | 3.9 | 2.0 | 5.0
CCOc1ccccc1NC(=S)NNS(=O)(=O)c1c(C)cc(C)cc1C | 0.2 | -0.25 | 0.41 | -0.26 | i | 6 | 2.4 | 537 | 1.1% | -0.17 | 1345 | i | -2% | -8 | -4 | 2.8 | 2.7 | 9.4
CCN(CC)C(=O)c1sc(NC(=O)c2cc(-c3ccc(C)s3)nc3ccccc23)c(C(=O)OC)c1C | -0.32 | -0.27 | 0.24 | -0.11 | i | 3 | -0.7 | 874 | 1.9% | -1.4 | 780 | i | 31% | 3 | 9 | 5.7 | 2.7 | 14
COC(=O)c1sccc1NC(=O)Nc1cccc(F)c1 | -0.23 | -0.32 | 0.027 | 0.44 | i | -29 | -4.0 | 1069 | 2.4% | -0.79 | 1634 | i | -2% | 20 | 17 | 2.1 | 1.2 | 0.3
CC(C)c1nnc(NC(=O)Cc2cccs2)s1 | 0.73 | -0.19 | 0.5 | 0.55 | i | 10 | -3.8 | 1247 | -0.9% | 0.62 | 1337 | i | 7% | -6 | 1 | 1.9 | 2.2 | 6.4
O=C(CSc1nnc(C2CC2)n1Cc1ccco1)NCC(F)(F)F | 0.33 | -0.37 | 0.45 | -0.069 | i | 10 | 2.3 | 1053 | -2.3% | 0.17 | 1249 | i | 7% | -15 | 7 | 2.9 | 3.1 | 5.2
CC(C)N(C(=O)COC(=O)c1ccc(O)cc1)C(C)C | 0.31 | -0.1 | 0.68 | 0.88 | i | -4 | -1.5 | 1168 | -1.4% | -0.01 | 2015 | i | -6% | -2 | -8 | 4.0 | 1.3 | 4.5
COc1ccc(C(=O)CSc2n[nH]c(-c3ccncc3)n2)cc1[N+](=O)[O-] | -0.37 | -0.14 | -0.6 | 1.1 | i | -22 | nt | nt | 3.3% | -1.5 | 1439 | i | -5% | -7 | -5 | 3.4 | 2.9 | 3.5

Part of the list above in order of formula weight, smallest number first:
compound | Dynein transport | Dynein transport cytoplasmic EGFP | Dynein transport nuclear GR-EGFP | Dynein transport cell count | Autophagy HCS | Autophagy HCS cell loss 18 h | b-catenin transl | b-catenin transl cell count 5 µM | HIV peptide binding | Insulin prom up | Insulin prom up cell count | Yfh1-off respiration | AID2073 | WT yeast gro inh | WT yeast gro inh mutant strain | MT stabilize HCS | MT stabilize HCS Hoechst-high % | MT stabilize HCS cytotoxicity %
CC(C)N(C(=O)COC(=O)c1ccc(O)cc1)C(C)C | 0.31 | -0.1 | 0.68 | 0.88 | i | -4 | -1.5 | 1168 | -1.4% | -0.01 | 2015 | i | -6% | -2 | -8 | 4.0 | 1.3 | 4.5
NC(=S)N/N=C/c1ncc(C(F)(F)F)cc1Cl | -0.23 | -0.28 | -0.18 | 0.34 | nt | nt | 0.3 | 1254 | 21% | -0.97 | 1048 | i | -1% | nt | nt | nt | nt | nt
CCOC(=O)CSc1nc2ccc(NC(=O)CSc3nnnn3Cc3ccccc3)cc2s1 | 0.42 | 0.26 | 0.33 | 0.55 | i | -2 | 3.6 | 492 | 4.1% | nt | nt | i | 17% | 12 | 2 | 3.3 | 1.7 | 2.8

From PubChem BioAssay
